Bioassay records (PubChem BioAssay)
GDH-TPI inh = inhibits GDH-TPI coupling enzymes, artifact for Mtb FBA screen; inhibition, % at 4.8 µM; AID 588335; GDH-TPI coupled enzyme counterscreen, NADH absorbance; 360,000 tested, 1.2% active; in the data active means inhibition above about 30%;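 further: 0% = DMSO wells and 100% = wells lacking the enzyme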
UGM FP inh = inhibitors of M. tuberculosis UDP-galactopyranose mutase; purified UGM, fluorescence polarization probe displacement; 320,000 tested, 0.06% active; P9WIQ1; inhibition, % at 10 µM; in the data active means inhibition above about 10%, passing the limit was not always enough; inconclusive means no clear call, values can overlap the other calls
Target sequence (P9WIQ1 whole entry, looked up): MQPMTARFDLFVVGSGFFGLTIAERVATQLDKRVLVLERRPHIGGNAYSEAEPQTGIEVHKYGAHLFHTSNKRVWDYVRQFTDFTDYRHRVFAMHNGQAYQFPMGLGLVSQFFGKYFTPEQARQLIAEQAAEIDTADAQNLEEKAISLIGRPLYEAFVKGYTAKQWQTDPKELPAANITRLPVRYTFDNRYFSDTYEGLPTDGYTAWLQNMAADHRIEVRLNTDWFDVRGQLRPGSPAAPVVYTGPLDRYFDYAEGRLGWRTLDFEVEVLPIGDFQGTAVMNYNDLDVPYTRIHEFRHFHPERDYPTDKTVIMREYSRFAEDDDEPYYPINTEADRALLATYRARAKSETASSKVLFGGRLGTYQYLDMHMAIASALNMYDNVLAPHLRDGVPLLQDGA
BoNT A protease = BoNT A light chain protease inhibition. multiplex microsphere protease substrate cleavage, flow cytometry. inhibition, % at 10 µM. 360,000 tested, 0.17% active. AID 588499; further: plate controls were buffer without enzyme for full effect and enzyme alone for no effect
PfHsp40 yeast = compounds rescuing yeast from Plasmodium falciparum HSP40 toxicity; S. cerevisiae expressing PfHsp40, growth rescue, ATP luminescence; growth rescue, % at 12.5 µM; 340,000 tested, 0.68% active; AID 504582; in the data active means growth rescue above about 28%, passing the limit was not always enough; inconclusive means no clear call, values can overlap the other calls;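 further: yeast W303a lacking pdr1 and pdr3 grown in galactose medium; growth measured after three days at 30 °C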
Mtb BioA inh = BioA (M. tuberculosis) enzyme inhibition | inhibition, % at 9.99 µM | 360,000 tested, 0.096% active | purified M. tuberculosis BioA enzyme, plate reader | AID 602481; in the data active means inhibition above about 40%; inconclusive means no clear call, values can overlap the other calls
FBA Mtb inh = Mtb fructose-bisphosphate aldolase inhibition. inhibition, % at 1 µM. AID 588726. 360,000 tested, 2.3% active. purified M. tuberculosis FBA, fluorescence read-out. P9WQA3; in the data active means inhibition above about 27%;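 further: 0% = vehicle and 100% = reference inhibitor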
Target sequence (P9WQA3 whole entry, looked up): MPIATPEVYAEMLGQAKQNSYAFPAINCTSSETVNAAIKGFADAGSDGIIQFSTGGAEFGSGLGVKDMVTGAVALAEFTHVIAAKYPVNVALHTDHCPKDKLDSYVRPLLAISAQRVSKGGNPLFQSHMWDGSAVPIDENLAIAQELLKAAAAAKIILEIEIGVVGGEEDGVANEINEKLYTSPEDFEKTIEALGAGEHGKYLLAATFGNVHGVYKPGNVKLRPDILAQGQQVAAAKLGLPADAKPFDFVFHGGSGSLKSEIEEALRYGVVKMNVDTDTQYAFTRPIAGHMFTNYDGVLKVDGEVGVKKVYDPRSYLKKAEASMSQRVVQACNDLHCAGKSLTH
Anthrax LF prot = inhibitors of Bacillus anthracis lethal factor protease. P15917. multiplex microsphere protease cleavage assay, LF. inhibition, % at 10 µM. 360,000 tested, 0.12% active. AID 588501; further: plate controls were buffer without enzyme for full effect and enzyme alone for no effect
BoNT F protease = inhibitors of Botulinum neurotoxin F light chain protease | inhibition, % at 10 µM | AID 588497 | Multiplex microsphere protease cleavage assay, flow cytometry | 360,000 tested, 0.22% active; in the data active means inhibition above about 35%, passing the limit was not always enough; inconclusive means no clear call, values can overlap the other calls; further: plate controls were buffer without enzyme for full effect and enzyme alone for no effect
FadD28 binding = M. tuberculosis FadD28 bisubstrate binding inhibition; FadD28 bisubstrate probe binding, fluorescence polarization; AID 588549; 360,000 tested, 0.22% active; inhibition, % at 12.5 µM; in the data active means inhibition above about 8.5%, passing the limit was not always enough; inconclusive means no clear call, values can overlap the other calls
Active calls of the source: *; ? = inconclusive; . = no result given; & = joins results of further samples. Unless noted, no stated cut-off is given here; in the data, active means inhibition above about 30%; inconclusive means no clear call, values can overlap the other calls; inactive means below that.

SMILES | GDH-TPI inh | UGM FP inh | BoNT A protease | PfHsp40 yeast | Mtb BioA inh | FBA Mtb inh | Anthrax LF prot | BoNT F protease | FadD28 binding
COc1ccc(-n2c(/C=C(\C)O)nc(=O)c3c(C)cc(C)nc32)cc1 | 59* | 0.2 | 0.7 | 1.7 | -0.6 | 6 | 1 | 1 | 1.0
O=C(c1ccc(Cn2c(=O)[nH]c3ccsc3c2=O)cc1)N1CCN(c2ccccc2)CC1 | 5 | 2.1 | 0.1 | 1.3 | -0.5 | 2 | -3 | -1 | -0.5
Cc1ccccc1NC(=O)c1cc(C(=O)c2cc(Cl)ccc2O)cn(-c2ccccc2C)c1=O | 13 | 0.7 | 0.4 | 2.5 | . | -2 | -1 | 1 | -0.6
O=C(CCCc1cccs1)NCCc1c[nH]c2ccccc12 | 5 | -1.1 | -4.4 | . | 0.5 | 2 | -9 | -14 | 0.6
N#CC(C#N)=Cc1cnc(N2CCN(c3ccccc3)CC2)s1 | -6 | 1.6 | 4.5 | -0.6 | -1.3 | 1 | -7 | 30 | -0.7
COc1ccc2c(c1OC)C(=O)OC2CC(=O)c1ccc(O)cc1 (configuration not stated) | 20 | -2.7 | 0.0 | -1.9 | 1.3 | -6 | -1 | 0 | -4.4
CCCCC(=O)N(C)c1c(CC)nc2c(OCc3ccc(Cl)cc3Cl)cccn12 | 0 | . | -0.1 | . | 0.6 | -1 | -2 | -1 | -2.2
O=C1CC(N2CCN(c3ncccn3)CC2)C(=O)N1CCc1ccccc1 (configuration not stated) | 1 | 0.6 | 0.2 | 1.1 | . | 0 | 1 | -5 | -1.1
CCOC(=O)c1c[nH]c2c([N+](=O)[O-])cc(OC)cc2c1=O | 2 | . | 0.2 | -0.5 | -2.1 | -5 | -19 | -12 | -2.0
CCC(NC(=O)/C(=C\c1ccc2c(c1)OCO2)NC(C)=O)C(=O)O (configuration not stated) | 11 | 2.3 | 0.5 | -0.2 | . | -3 | 2 | 8 | -3.4
COc1ccc(C(=O)CC(=O)Nc2ccc([N+](=O)[O-])cc2)cc1 | 19 | -1.3 | -1.1 | 0.6 | -0.1 | -3 | 9 | -19 | 0.1
COc1ccc(-c2nc(NC(=O)C3=NN(c4cccc(C)c4)C(=O)CC3)sc2C)cc1 | -1 | 3.9 | -0.7 | -2.2 | -0.1 | -1 | -1 | -10 | -0.7
CCC(=O)NCCc1nc2ccccc2n1CC(=O)c1ccccc1 | -5 | -1.5 | 0.7 | -0.7 | 1.1 | 1 | 3 | 0 | 0.1
Nc1nc2c(ncn2[C@@H]2O[C@H](CNC(=O)[C@H](N)C3CCCCC3)[C@@H](O)[C@H]2O)c(=O)[nH]1 | . | . | -0.3 | . | 0.0 | 0 | -2 | 16 | -1.0
CN(C)CC#CCC(O)(c1ccccc1)C1CCCCC1 (configuration not stated) | 5 | -0.5 | -2.0 | -0.2 | 8.1 | -1 | -29 | -20 | -2.6
Oc1ccccc1-c1cnc2cccnn12 | 15 | . | -0.5 | . | 1.3 | -1 | 0 | -7 | -0.9
O=C(c1cc(=O)c2ccccc2o1)N(Cc1ccccc1)C1CCS(=O)(=O)C1 (configuration not stated) | -4 | 0.7 | 1.8 | -0.3 | 3.7 | -6 | 4 | 0 | -0.5
CC(=O)C1=CCC(c2ccccc2)N(S(=O)(=O)c2ccccc2)C1 (configuration not stated) | . | . | 0.3&-0.3 | . | 0.7&-0.2 | -1&0 | -5&-6 | 1&-3 | -3.4&-10
O=C(NCc1ccc(F)cc1)c1cnccn1 | 7 | 2.2 | -3.4 | -0.7 | -0.3 | 2 | -10 | ? | -0.2
CCCc1cc2c(=O)n(NC(=O)c3nn(C)cc3[N+](=O)[O-])c(C)nc2s1 | 10 | 3.4 | -0.4 | -1.0 | . | -3 | 0 | 2 | -5.8
CC(C)c1ccc(CNn2cnnc2)cc1 | 9 | -0.2 | 1.5 | 0.7 | 0.6 | -1 | 4 | -6 | 0.1
COC(F)(C(=O)Nc1ccc2c(c1)C(=O)NC2=O)C(F)(F)F (configuration not stated) | 10 | 0.4 | 1.2 | 0.7 | -2.3 | 3 | 3 | 2 | -1.6
O=S(=O)(Nc1cccc(-c2nc3cccnc3s2)c1)c1cccs1 | 23 | -2.1 | -1.6 | 1.0 | . | 9 | 2 | 0 | 1.2
c1cnc2c(-c3cccc4nccn34)cccc2c1 | -3 | . | -0.4 | . | -1.7 | 5 | 4 | -5 | 0.2
CC(CCC(=O)O)C1CC[C@@]2(C)C3C(=O)CC4C(C)(C)C(O)CC[C@]4(C)C3C(=O)C[C@]12C (some centres not stated) | 1 | 1.9 | -1.1 | -1.7 | -0.8 | 2 | -13 | 13 | -0.9

Shown as comma-separated lines: 2 of the compounds above
molecule,GDH-TPI inh,UGM FP inh,BoNT A protease,PfHsp40 yeast,Mtb BioA inh,FBA Mtb inh,Anthrax LF prot,BoNT F protease,FadD28 binding
O=C1CC(N2CCN(c3ncccn3)CC2)C(=O)N1CCc1ccccc1 (configuration not stated),1,0.6,0.2,1.1,.,0,1,-5,-1.1
CCOC(=O)c1c[nH]c2c([N+](=O)[O-])cc(OC)cc2c1=O,2,.,0.2,-0.5,-2.1,-5,-19,-12,-2.0

(further entries)
SMILES | GDH-TPI inh | UGM FP inh | BoNT A protease | PfHsp40 yeast | Mtb BioA inh | FBA Mtb inh | Anthrax LF prot | BoNT F protease | FadD28 binding
CC(C)(C)OC(=O)N1CCC[C@H]1c1nnc(SCc2ccccc2)o1 | 6 | -2.1 | . | . | -1.3 | -1 | . | . | -2.0
COc1ccc(C(=O)OCC(=O)N(C)C2CCS(=O)(=O)C2)cc1Br (configuration not stated) | 0 | -0.5 | 1.3 | 0.5 | -0.8 | 4 | 8 | 6 | -0.6
Cc1ccc(C(=O)NC(NC(=O)c2ccc(C)cc2)c2cccc([N+](=O)[O-])c2)cc1 | 0 | 2.7 | -0.5 | -0.2 | . | -2 | 0 | -2 | -2.8
CN1OC[C@@H]2CN(C(=O)NC3CCCCC3)[C@H](c3ccc(N4CCCCC4)cc3)C[C@@H]21 | . | . | 1.0 | . | 0.8 | 1 | -3 | 1 | -0.2
Cc1ccc(NC(=O)CSc2nn(-c3ccccc3)c(=S)s2)cc1S(=O)(=O)N(C)C | 8 | 1.4 | 0.2 | -1.2 | 0.4 | 1 | 0 | 0 | -1.9
O=S(=O)(NCCc1ccc(F)cc1)c1cccc2cccnc12 | 4 | 2.0 | -0.9 | -1.0 | . | 0 | -2 | -6 | -4.4
C=CCn1c(SCC(=O)N2CCN(c3ccc(F)cc3)CC2)nnc1-c1cccs1 | -2 | -0.4 | -0.9 | 1.7 | 16 | -1 | -2 | -8 | -0.3
O=C(CN1C(=O)NC2(CCCC2)C1=O)OCCOc1ccc(Br)cc1 | 4 | -0.3 | -1.7 | 0.4 | 0.4 | 1 | -3 | -2 | -0.9
CCCCN(C(=O)CSCc1ccc(C)cc1)c1c(N)n(CCC)c(=O)[nH]c1=O | -2 | 0.9 | -0.5 | -1.1 | -0.4 | -2 | 0 | 0 | -4.1
CCC(C)(C)NC(=O)C(c1ccc(F)cc1)N(Cc1cccc(OC)c1)C(=O)c1cnccn1 (configuration not stated) | 3 | -1.5 | -0.4 | -0.5 | -0.3 | 2 | -4 | -5 | -1.5
O=C(/C=C/c1ccco1)c1cccc([N+](=O)[O-])c1 | 7 | . | -0.3 | 27* | . | -1 | -8 | 7 | -3.1
Cc1ccc(NC(=O)c2cc3ccccc3oc2=O)cc1S(=O)(=O)N(C)C | 4 | 1.8 | -0.1 | -0.3 | . | 5 | -2 | 0 | 0.2
CCOc1ccc(CC(=O)NNC(=O)/C=C/C(=O)O)cc1 | 6 | 3.4 | 0.1 | -1.7 | 0.4 | 1 | 4 | -3 | -2.8
CCCN1CCN(CCCNC(=O)CCN2C(=O)COc3ccccc32)CC1 | -2 | -0.5 | 1.2 | -0.7 | -2.2 | -3 | 1 | 4 | -0.3
c1cnc(Sc2ccc3nnnn3n2)nc1 | -1 | 0.3 | 0.2 | 0.6 | . | 6 | -6 | -2 | -1.8
CSc1nc(SC)c2c3c(oc2n1)COC(C)(C)C3 | 10 | -1.2 | -2.4 | -0.7 | -0.8 | 4 | 0 | -8 | -0.7
Cc1cccc(-n2ncc3c2CCCC3NC(=O)CCN2CCCO2)c1C (configuration not stated) | 6 | 0.2 | . | -1.1 | -0.8 | 0 | . | . | 0.7
CC(=O)Nc1ccc(NS(=O)(=O)c2ccccc2)c2ccccc12 | 7 | 5.2 | -3.2 | 1.5 | -5.9 | 1 | -11 | 9 | 0.5
Cn1ccc2c(N3CCC3)cc3c(c21)C1CCC3O1 (configuration not stated) | . | . | -0.1 | . | 0.0 | 0 | 1 | -13 | -2.4
CCC(C)NC(=O)c1oc2ccc(S(=O)(=O)N3CCC4(CC3)OCCO4)cc2c1C (configuration not stated) | -10 | -2.3 | -0.8 | 0.0 | 0.5 | 0 | 4 | 28 | -4.6
Cc1ncc(CO)c(/C=N/NC(=S)Nc2ccc(F)cc2)c1O | 6 | 1.3 | 0.4 | 3.6 | . | 6 | 1 | -9 | -1.4
COc1ccc(/C=N/Nc2cc(C)nc(N)n2)cc1 | 35* | 0.3 | -0.3 | 1.0 | 0.8 | -1 | -3 | -6 | -0.7
COc1cccc(-n2c(CNC(=O)OC(C)(C)C)n[nH]c2=S)c1 | 7 | -0.2 | 0.5 | -0.8 | -1.5 | 2 | 0 | 8 | 1.0
Cc1cc(NC(=O)CCNS(=O)(=O)c2ccc3[nH]c(=O)oc3c2)ccc1Br | -4 | -1.4 | -2.2 | -0.1 | 0.3 | -1 | -4 | -5 | -3.3
CCc1cc2c(=O)n(Cc3ccco3)c(SCC(=O)N3CCCc4ccccc43)nc2s1 | -4 | -1.5 | -0.1 | 0.2 | -1.2 | 4 | 0 | -8 | -1.4

Full records, looked up by structure.
Entry for Cc1cccc(-n2ncc3c2CCCC3NC(=O)CCN2CCCO2)c1C (configuration not stated) : GDH-TPI inh = 6; UGM FP inh = 0.2; BoNT A protease = .; PfHsp40 yeast = -1.1; Mtb BioA inh = -0.8; FBA Mtb inh = 0; Anthrax LF prot = .; BoNT F protease = .; FadD28 binding = 0.7
Entry for Cc1cc(NC(=O)CCNS(=O)(=O)c2ccc3[nH]c(=O)oc3c2)ccc1Br : GDH-TPI inh = -4; UGM FP inh = -1.4; BoNT A protease = -2.2; PfHsp40 yeast = -0.1; Mtb BioA inh = 0.3; FBA Mtb inh = -1; Anthrax LF prot = -4; BoNT F protease = -5; FadD28 binding = -3.3
Entry for Cc1ncc(CO)c(/C=N/NC(=S)Nc2ccc(F)cc2)c1O : GDH-TPI inh = 6; UGM FP inh = 1.3; BoNT A protease = 0.4; PfHsp40 yeast = 3.6; Mtb BioA inh = .; FBA Mtb inh = 6; Anthrax LF prot = 1; BoNT F protease = -9; FadD28 binding = -1.4

(more compounds)
SMILES | GDH-TPI inh | UGM FP inh | BoNT A protease | PfHsp40 yeast | Mtb BioA inh | FBA Mtb inh | Anthrax LF prot | BoNT F protease | FadD28 binding
CC(C)(C)NC(=O)C1CC2CCCCC2CN1 (configuration not stated) | -1 | -0.5 | -0.9 | -1.9 | . | -3 | -1 | -4 | -2.9
Cc1cc(C)n(-c2nc3ccccc3c3nc(C)nn23)n1 | 0 | -1.7 | -0.8 | 0.5 | 1.1 | 6 | -4 | -3 | -1.3
CCOc1cccc(C2C(C(=O)c3ccc(C)o3)=C(O)C(=O)N2CCCn2ccnc2)c1 (configuration not stated) | 14 | 0.4 | 8.4 | -0.6 | . | -1 | -3 | 4 | 0.2
CC(c1ccccc1)N1CCC(CNC(=S)Nc2cccc(Cl)c2)C1 (configuration not stated) | 11 | -3.4 | 0.7 | -1.2 | -0.7 | -1 | -3 | -3 | -4.9
COc1ccc(NC(=O)CN(C)C(=O)Cc2coc3cc(C)c(C)cc23)cc1 | -2 | -0.9 | 2.7 | 0.8 | 2.2 | -1 | 6 | 4 | 0.8
Cc1cc(C)c(N=Cc2c(O)c3ccccc3oc2=O)c(C)c1 | 2 | -0.9 | -3.2 | 66* | -1.5 | -2 | -2 | ? | -1.5
Cc1occc1C(=O)NNC(=O)COc1ccc(Br)cc1Br | 0 | 0.6 | -0.9 | 0.6 | 0.8 | 0 | 0 | -6 | -1.5
